TR-FRET SRC-2 ct = counter-screen for PPARgamma SRC-2 recruitment agonists: TR-FRET artefact. AID 1049. 200,000 tested, 0.4% active. TR-FRET ratio at 8 µM. stronger effect = higher value; in the data active = TR-FRET ratio above about 2000; also: inactives centre near 1500; reference of the scale not given here
ROMK primary = human ROMK K+ channel modulation, primary screen; Tet-inducible ROMK, thallium flux fluorescence; actives lie on both sides; 130,000 tested, 2% active; P48048; B-score at 10 µM;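 active = signal ratio slope over the read window, or its plate-corrected B-score, at least 3 SD from the plate mean, either direction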;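 also: B-score of the F/F0 ratio slope over 7 to 12 s after thallium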
Target sequence (P48048 whole entry, looked up): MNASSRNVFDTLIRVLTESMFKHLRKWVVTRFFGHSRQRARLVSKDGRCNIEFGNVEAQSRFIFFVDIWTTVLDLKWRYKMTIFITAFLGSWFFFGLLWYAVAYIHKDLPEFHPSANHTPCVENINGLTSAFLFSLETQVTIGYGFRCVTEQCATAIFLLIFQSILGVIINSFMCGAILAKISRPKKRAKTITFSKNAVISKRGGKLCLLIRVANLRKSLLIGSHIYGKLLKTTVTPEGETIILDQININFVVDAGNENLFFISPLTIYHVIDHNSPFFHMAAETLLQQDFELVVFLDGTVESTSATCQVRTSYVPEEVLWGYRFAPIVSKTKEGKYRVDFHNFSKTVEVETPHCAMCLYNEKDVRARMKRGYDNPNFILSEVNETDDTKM
PPARg SRC3 recr = PPARgamma-driven SRC-3 recruitment agonism. P37231. biochemical PPARgamma/SRC-3 coactivator recruitment assay. activation, % at 8 µM. 200,000 tested, 0.26% active; in the data active = activation above about 23%;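 also: 0% = DMSO and 100% = reference agonist; some compounds past the cut are filed as inactive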
S1P3 antag = antagonists of human S1P3 receptor. Q99500. CHO S1P3 NFAT-BLA reporter, FRET fluorescence, antagonist mode. inhibition, % at 4.98 µM. 170,000 tested, 0.27% active. AID 485;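 active = inhibition above the plate cutoff, the mean inhibition of test wells on that plate plus 3 SD, cut at about 28% in these data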;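 also: cells challenged with S1P at its EC80 of 0.8 µM; blue over green emission ratio from cleaved BLA substrate after 4 h stimulation; 0% = S1P-stimulated wells and 100% = unstimulated DMSO-only wells; some compounds past the cut are filed as inactive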
Target sequence (Q99500 whole entry, looked up): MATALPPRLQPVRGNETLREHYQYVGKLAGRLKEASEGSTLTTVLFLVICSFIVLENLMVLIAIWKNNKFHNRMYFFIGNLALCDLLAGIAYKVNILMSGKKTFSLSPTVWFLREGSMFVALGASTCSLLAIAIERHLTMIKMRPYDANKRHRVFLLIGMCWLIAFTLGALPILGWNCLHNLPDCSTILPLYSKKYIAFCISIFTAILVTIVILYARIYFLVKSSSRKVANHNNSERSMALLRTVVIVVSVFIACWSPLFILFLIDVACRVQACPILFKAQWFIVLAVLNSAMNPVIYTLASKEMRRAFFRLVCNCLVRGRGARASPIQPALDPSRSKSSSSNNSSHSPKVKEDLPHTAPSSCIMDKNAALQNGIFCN
L major viab = Leishmania major promastigote growth inhibition; Leishmania major promastigotes, resazurin fluorescence viability; inhibition, % at 10 µM; 200,000 tested, 9% active; AID 1063; in the data active = inhibition above about 50%;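 also: promastigotes grown with compound for 44 hours at 28 °C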
PPARg SRC1 recr = promotes SRC-1 coactivator recruitment by human PPARgamma; 200,000 tested, 0.41% active; PPARgamma-SRC-1 coactivator recruitment biochemical assay; activation, % at 8 µM; AID 631; P37231; in the data active = activation above about 19%;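 also: 0% = DMSO and 100% = reference agonist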
Efa HMGR inh = E. faecalis class II HMG-CoA reductase inhibition; purified E. faecalis HMGR, NADPH absorbance 340 nm kinetic; inhibition, % at 10 µM; 190,000 tested, 0.41% active; AID 1066;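 active = inhibition above a set limit, the median over all tested compounds plus 3 SD, cut at about 9.5% in these data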;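 also: enzyme runs in reverse so mevalonate oxidation gives rising NADPH absorbance; 0% = complete reaction with DMSO and 100% = background rate lacking mevalonate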
RAM inhibit = inhibitors of the yeast RAM network | 190,000 tested, 1.8% active | inhibition, % at 50 µM | S. cerevisiae dse1pr::URA3 reporter, 5-FOA growth OD615, 2 d; analog-sensitive cbk1-as2 kinase mutant strain;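 active = inhibition above a set limit, 3 SD over mean compound inhibition, cut at about 8.4% in these data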;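 also: 0% = DMSO-only wells with no growth and 100% = 10 µM 1-NA-PP1 full growth; inhibition rescues growth on 5-FOA so higher OD means more RAM inhibition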
Redox H2O2 prof = compounds producing H2O2 with reducing agent – biochemical, NIH compound library profiling, artefact control for MLSCN library redox annotation, primary screen; 200,000 tested, 0.03% active; activation, % at 10 µM; DTT-dependent redox cycling H2O2, phenol red/HRP absorbance; 100% = 100 µM peroxide control, 0% = buffer;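 active = activation of at least 50% relative to the plate's high and low controls in the primary single-dose screen; inactive = activation below 50%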;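 also: compound incubated with DTT at 0.8 mM final as the reducing agent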
PPARg SRC-2 ag = agonists of SRC-2 recruitment by human PPARgamma; P37231; PPARgamma LBD-SRC-2 recruitment, biochemical; activation, % at 8 µM; 200,000 tested, 0.34% active; AID 1032; in the data active = activation above about 22%;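 also: 0% = vehicle and 100% = reference agonist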
bIAP inh = blocks bovine intestinal alkaline phosphatase activity; purified bovine IAP, CDP-star luminescence, 30 min; inhibition, % at 20 µM; 190,000 tested, under 10 active; AID 1019;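 active = over 50% inhibition of intestinal alkaline phosphatase at 20 µM in the single-dose screen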
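Assay system: bovine IAP enzyme; medium: DEA buffer 100 mM, pH 9.8, with MgCl2 1.0 mM, ZnCl2 0.02 mM; doses: 20 µM single dose; incubation: enzyme reaction for 30 min at room temperature; detection: CDP-star luminescence signal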
The depositor's hits bear a star; / = not tested or not shown.

SMILES | TR-FRET SRC-2 ct | ROMK primary | PPARg SRC3 recr | S1P3 antag | L major viab | PPARg SRC1 recr | Efa HMGR inh | RAM inhibit | Redox H2O2 prof | PPARg SRC-2 ag | bIAP inh
C=C1C(=O)[C@@]23[C@H](O)C[C@@H]4C(C)(C)CC[C@H](O)[C@@]4(C)[C@@H]2CC[C@@H]1[C@H]3O | 1323 | -2.9 | -3 | 0 | 100* | 0 | -1 | 0.4 | 0.8 | -11 | -14
O=C(Cn1cnc(Cl)c1Cl)c1ccccc1 | 1503 | -1.1 | 0 | -3 | 2 | 0 | -4 | 1.0 | -2.4 | 1 | 0
CCN(CC)S(=O)(=O)c1ccc2c(c1)nc(CCC(=O)Nc1ccc3c(c1)OCO3)n2C | 1385 | -0.88 | -4 | -10 | 50 | -7 | -6 | 1.5 | 0.0 | 2 | 6
CNS(=O)(=O)c1cccc(C(=O)Nc2cccnc2)c1 | 1607 | 0.36 | -4 | / | -8 | 3 | 1 | -1.1 | -1.6 | 7 | 26
COc1ccc(-n2c(-c3cccc(OC)c3)nc(=S)c3c2CCCC3)cc1 | 1437 | 0.54 | 4 | / | 6 | -1 | -6 | 1.3 | -3.1 | -4 | 8
COc1ccc(S(=O)(=O)N2C3CCC2CC(NC(=O)C2CC2)C3)cc1 (stereo not drawn) | 1404 | 0.21 | -2 | 2 | -4 | 2 | -4 | 5.2 | 1.9 | -5 | 7
COc1cccc(N2CCN(c3ncnc4c3[nH]c3ccc(F)cc34)CC2C)c1 (stereo not drawn) | 1512 | -3* | -7 | / | 100* | -5 | -4 | 4.8 | 2.7 | 0 | -16
O=C(CCCc1ccccc1)c1ccc2c(c1)OCCO2 | 1715 | -0.27 | 19 | / | -2 | 3 | 1 | -0.9 | -0.8 | 4 | 4
COc1cccc(C2c3[nH]c4ccccc4c3CCN2Cc2cccn2-c2ncccn2)c1 (stereo not drawn) | 1494 | -0.31 | -2 | 6 | 11 | 0 | -1 | 0.9 | 0.0 | 3 | 9
CCOc1ccc(C(=O)N/N=C(\c2ccccc2)c2ccccn2)cc1 | 1668 | / | 8 | / | 99* | -6 | -1 | 7.4 | -4.3 | 6 | -6
Cc1ccn2c(CNCCn3nc(C)cc3C)c(C(=O)N3CCCCCC3)nc2c1 | 1772 | 1.5 | 3 | -10 | -1 | 7 | -1 | 0.7 | -0.6 | 6 | 3
O=C(O)CSc1ncnc2sc(-c3ccccc3)cc12 | 1369 | -0.35 | 2 | -3 | -1 | -5 | -2 | 1.9 | -1.2 | 3 | 4
Cc1cc(NCc2ccccc2)n2ncnc2n1 | 1646 | 0.54 | 1 | -11 | -4 | 8 | 3 | 2.2 | 0.3 | -1 | -1
O=C(Nc1ccc2c(c1)OCCO2)C1CCN(S(=O)(=O)c2cccs2)CC1 | 1534 | -0.13 | 3 | / | 8 | 4 | 0 | 2.9 | 0.1 | 7 | -6
Cc1ccc(C(=O)CSc2nnc(CNc3nc(-c4ccccc4)cs3)n2C)cc1 | 1375 | / | 2 | 3 | -2 | 10 | 2 | 3.2 | 3.5 | 6 | -19

A portion taken from the entries so far:
SMILES | TR-FRET SRC-2 ct | ROMK primary | PPARg SRC3 recr | S1P3 antag | L major viab | PPARg SRC1 recr | Efa HMGR inh | RAM inhibit | Redox H2O2 prof | PPARg SRC-2 ag | bIAP inh
COc1cccc(C2c3[nH]c4ccccc4c3CCN2Cc2cccn2-c2ncccn2)c1 (stereo not drawn) | 1494 | -0.31 | -2 | 6 | 11 | 0 | -1 | 0.9 | 0.0 | 3 | 9
CCOc1ccc(C(=O)N/N=C(\c2ccccc2)c2ccccn2)cc1 | 1668 | / | 8 | / | 99* | -6 | -1 | 7.4 | -4.3 | 6 | -6
Cc1ccn2c(CNCCn3nc(C)cc3C)c(C(=O)N3CCCCCC3)nc2c1 | 1772 | 1.5 | 3 | -10 | -1 | 7 | -1 | 0.7 | -0.6 | 6 | 3
O=C(O)CSc1ncnc2sc(-c3ccccc3)cc12 | 1369 | -0.35 | 2 | -3 | -1 | -5 | -2 | 1.9 | -1.2 | 3 | 4
Cc1cc(NCc2ccccc2)n2ncnc2n1 | 1646 | 0.54 | 1 | -11 | -4 | 8 | 3 | 2.2 | 0.3 | -1 | -1
O=C(Nc1ccc2c(c1)OCCO2)C1CCN(S(=O)(=O)c2cccs2)CC1 | 1534 | -0.13 | 3 | / | 8 | 4 | 0 | 2.9 | 0.1 | 7 | -6
Cc1ccc(C(=O)CSc2nnc(CNc3nc(-c4ccccc4)cs3)n2C)cc1 | 1375 | / | 2 | 3 | -2 | 10 | 2 | 3.2 | 3.5 | 6 | -19

Remaining list, next part
SMILES | TR-FRET SRC-2 ct | ROMK primary | PPARg SRC3 recr | S1P3 antag | L major viab | PPARg SRC1 recr | Efa HMGR inh | RAM inhibit | Redox H2O2 prof | PPARg SRC-2 ag | bIAP inh
COc1ccc(CCNC(=O)C(=O)NCc2ccc(Cl)cc2)cc1OC | 1503 | 0.033 | 4 | 0 | 0 | 3 | 1 | 1.4 | -0.4 | -4 | -13
O=C(NCCOc1ccc(Cl)cc1)C(=O)NCC1CCCO1 (stereo not drawn) | 1662 | -0.77 | 1 | 0 | -5 | 5 | -9 | 2.5 | -0.4 | 4 | -2
COC(=O)C1CCN(CC(=O)Nc2sc3c(c2C#N)CCC3)CC1 | 1282 | / | -6 | / | -4 | -2 | -1 | 0.8 | 3.1 | -6 | 3
CC1CN(C(=O)c2ccccc2Nc2ccc(SC(F)F)cc2)CC(C)O1 (stereo not drawn) | 1433 | -1.2 | -2 | 11 | 0 | -1 | -5 | 3.3 | 0.3 | 7 | -10
CCN(CCn1cccn1)C(=O)c1cc(COc2cccc3cccnc23)on1 | 1610 | -0.63 | 8 | -15 | -3 | 12 | 0 | 0.9 | 0.2 | 10 | 3
O=C(O)c1ccc(Cl)c(S(=O)(=O)N2CCCCCC2)c1 | 1634 | / | -4 | 12 | -9 | 6 | 1 | 0.7 | -3.1 | 3 | 2
O=C(Cn1cnc2c(nnn2Cc2ccc(F)cc2)c1=O)N1CCCc2ccccc21 | 1620 | -0.47 | -9 | -14 | -1 | -4 | -10 | 5.9 | 1.3 | -2 | 5
Nc1nnc(SCC(=O)Nc2ccc(S(=O)(=O)N3CCOCC3)cc2)s1 | 1381 | -0.16 | 6 | / | 1 | 3 | -5 | 1.0 | 0.2 | 4 | 40
CC(=O)N1N=C(c2ccc3nccnc3c2)CC1c1ccccc1 (stereo not drawn) | 1596 | / | -8 | / | -9 | -2 | 1 | 1.1 | 0.8 | 4 | 5
O=C(Nc1ccc(Cc2ccncc2)cc1)c1cc([N+](=O)[O-])ccc1N1CCOCC1 | 1454 | / | 1 | 0 | -2 | 0 | -6 | 0.7 | -0.1 | 5 | -4
COc1ccc(CNC(=O)CC2Sc3ccccc3NC2=O)cc1 (stereo not drawn) | 1532 | -0.018 | -1 | 7 | 2 | 3 | -4 | 1.4 | -0.3 | 10 | -13
Cc1ccc(-c2nc3c(c(=O)[nH]c(=O)n3Cc3ccccc3)n2Cc2ccccc2)o1 | 1595 | 0.016 | 3 | -6 | 22 | 12 | 0 | 2.5 | -0.9 | -1 | 0
CC1(C)CN(c2cccc(C#N)c2)C1=O | 1550 | -0.22 | 1 | 1 | -6 | -2 | -5 | 0.0 | 14 | -1 | 0
CC1C(c2ccccc2)N(C)C(c2ccccc2)CC1(O)c1ccc(F)cc1 (stereo not drawn) | 1339 | 0.63 | -3 | 31* | 49 | -1 | -2 | -0.8 | 0.0 | -6 | 48
COc1ccc(CC(=O)N2CCN=C2SC)cc1OC | 1619 | / | 1 | -27 | -2 | -1 | -5 | -0.1 | 0.2 | 7 | -10
CN1CCN(CCNC(=O)c2cc3c(=O)n(C)c4ccccc4c3n2C)CC1 | 1536 | / | -2 | -2 | 21 | -4 | -3 | -0.8 | 0.1 | -7 | -9
Fc1nc(N2CCCC2)c(F)c(Oc2ccccc2Oc2c(F)c(F)nc(N3CCCC3)c2F)c1F | 1484 | / | -4 | / | -1 | 5 | -3 | 5.1 | 4.7 | 0 | 15
Cn1c(SCC(=O)c2ccc(F)cc2)nnc1-c1cnccn1 | 1657 | / | 2 | -33 | 1 | 4 | -2 | 1.3 | 2.9 | -2 | 4
COc1ccc(-c2noc(CCCC(=O)Nc3ccc(C(N)=O)cc3)n2)cc1 | 1709 | / | 13 | / | -6 | 6 | -4 | 3.1 | -7.3 | -3 | 5
Cc1cccc(C)c1NC(=O)Cn1cnc2c(=O)n(C)c(=O)n(C)c21 | 1464 | / | -11 | -21 | -1 | -2 | 0 | 0.9 | 2.4 | -1 | 8
N#C/C(=C\c1ccc(-c2ccc(Br)cc2)o1)C(=O)NCCc1c[nH]c2ccccc12 | 1349 | 0.84 | 4 | -12 | 5 | 1 | -1 | 3.9 | 1.2 | -2 | 1
Cc1cc(C)n(CC(=O)Nc2ccccc2)n1 | 1321 | / | -9 | / | -1 | -16 | -4 | -0.7 | 0.3 | -2 | 1
COc1ccc(/C=N/NC(=O)c2cc(-c3ccccc3OC(C)C)nc3ccccc23)cc1CN1CCOCC1 | 1570 | -1.2 | 2 | -2 | 1 | 6 | -5 | 0.1 | -0.7 | 4 | 33
O=C(Cc1ccccc1)N/N=C/c1cc2c(cc1Cl)OCO2 | 1493 | -0.37 | -1 | 20 | -2 | 3 | 1 | 4.7 | 0.1 | -1 | 11
CC(/C=C/c1ccco1)=N\NC(=O)CNc1cccc(C)c1 | 1621 | 0.46 | 4 | 2 | 0 | 18 | 0 | 3.7 | -0.1 | 6 | -1
CN1CCc2c(sc3c2c(=O)n(-c2ccccc2)c2n[nH]c(=S)n32)C1 | 1641 | / | 1 | / | 1 | 4 | -2 | 1.3 | -0.6 | 1 | 20
C=CCn1cc(/C=N/Nc2nc3ccccc3[nH]2)c2ccccc21 | 1635 | / | 6 | 27 | 101* | 11 | -2 | 0.6 | 0.5 | 12 | -1
Cc1nsc(Nc2ccccc2)c1C#N | 1475 | 0.52 | -3 | -7 | -2 | 0 | 0 | -0.3 | 0.0 | -10 | 1
O=C(Nc1nc2ccc(F)cc2s1)C1CCN(S(=O)(=O)c2cc([N+](=O)[O-])ccc2Cl)CC1 | 1599 | -0.53 | 1 | -7 | 99* | -1 | -1 | 3.3 | 0.3 | 3 | -2
COc1ccc(-n2nc(C(=O)NCc3ccco3)c3c4ccccc4n(C)c3c2=O)cc1 | 1443 | 1.1 | 1 | 5 | -6 | 0 | -5 | 5.5 | 0.7 | 16 | 26
COc1ccc(CNC(=O)C(C)OC(=O)c2cccn2C)cc1 (stereo not drawn) | 1462 | 0.22 | -4 | 11 | -7 | -5 | -2 | -0.7 | 0.5 | 0 | 8
Cc1ccc(/C=N/N=C2/NC(=O)CS2)o1 | 1403 | -0.044 | 4 | 0 | -4 | 7 | 1 | -0.2 | -1.0 | 3 | -4

Screening data deposited in PubChem BioAssay by several laboratories.

Rows were taken by chance; overall some 13% were active at least once.
